# NSD2 block – inhibitors of human NSD2 methyltransferase; inhibition, % at 12.5 µM; NSD2-SET H3K36me1 DELFIA fluorescence, biochemical; hit rate 0.07% among 44,000; O96028; in the data active = inhibition above about 54%, passing the limit was not always enough;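 note: inhibitors reduce the monomethyl H3K36 fluorescence signal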
# Target sequence (O96028 whole entry, looked up): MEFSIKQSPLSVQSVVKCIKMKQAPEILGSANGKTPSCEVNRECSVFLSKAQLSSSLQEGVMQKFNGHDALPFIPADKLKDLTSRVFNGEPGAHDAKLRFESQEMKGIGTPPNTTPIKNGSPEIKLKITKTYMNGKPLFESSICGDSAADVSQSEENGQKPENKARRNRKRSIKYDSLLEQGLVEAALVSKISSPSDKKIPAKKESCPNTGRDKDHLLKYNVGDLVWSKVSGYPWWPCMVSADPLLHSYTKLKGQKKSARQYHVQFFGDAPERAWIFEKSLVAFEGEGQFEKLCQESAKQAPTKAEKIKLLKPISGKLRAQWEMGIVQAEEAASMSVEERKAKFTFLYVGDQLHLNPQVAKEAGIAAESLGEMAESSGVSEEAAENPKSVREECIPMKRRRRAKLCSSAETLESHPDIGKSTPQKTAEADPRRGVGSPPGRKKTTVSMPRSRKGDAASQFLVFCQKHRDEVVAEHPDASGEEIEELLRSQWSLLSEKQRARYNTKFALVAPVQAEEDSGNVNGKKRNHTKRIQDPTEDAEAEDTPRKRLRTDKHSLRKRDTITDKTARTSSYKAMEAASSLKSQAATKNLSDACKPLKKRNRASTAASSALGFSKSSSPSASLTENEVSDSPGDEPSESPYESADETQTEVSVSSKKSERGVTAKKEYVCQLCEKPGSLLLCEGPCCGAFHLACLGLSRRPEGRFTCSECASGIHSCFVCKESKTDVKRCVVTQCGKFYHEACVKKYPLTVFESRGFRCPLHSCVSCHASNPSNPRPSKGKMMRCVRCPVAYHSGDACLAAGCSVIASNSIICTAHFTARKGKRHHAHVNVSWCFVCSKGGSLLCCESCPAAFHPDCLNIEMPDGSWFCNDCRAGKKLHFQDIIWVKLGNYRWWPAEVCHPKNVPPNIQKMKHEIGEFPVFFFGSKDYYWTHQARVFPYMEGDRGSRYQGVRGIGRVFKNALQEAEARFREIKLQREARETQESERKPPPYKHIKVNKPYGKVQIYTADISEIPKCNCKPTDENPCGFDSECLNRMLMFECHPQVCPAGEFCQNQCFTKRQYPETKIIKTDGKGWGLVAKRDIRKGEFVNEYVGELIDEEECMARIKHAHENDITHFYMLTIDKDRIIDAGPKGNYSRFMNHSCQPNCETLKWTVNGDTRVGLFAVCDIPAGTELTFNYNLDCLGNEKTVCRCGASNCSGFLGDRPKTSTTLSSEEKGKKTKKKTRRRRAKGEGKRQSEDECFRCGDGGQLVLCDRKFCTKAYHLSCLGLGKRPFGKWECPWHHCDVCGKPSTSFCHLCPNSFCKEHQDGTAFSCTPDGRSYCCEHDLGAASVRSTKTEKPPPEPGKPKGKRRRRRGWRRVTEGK
# An asterisk follows results filed as active. The list is partial, so the mix of outcomes need not match the whole.
COc1cccc(S(=O)(=O)N(C)C[C@H]2Oc3ncc(-c4cccc(C(=O)N(C)C)c4)cc3C(=O)N([C@H](C)CO)C[C@@H]2C)c1
  NSD2 block: -11
C[C@H]1CN([C@@H](C)CO)C(=O)c2cc(-c3ccc(F)cc3)cnc2O[C@@H]1CN(C)CC1CCCCC1
  NSD2 block: -4
C[C@H]1CN([C@@H](C)CO)S(=O)(=O)c2ccc(-c3cccc(C(=O)N(C)C)c3)cc2O[C@@H]1CN(C)C(=O)Nc1ccccc1
  NSD2 block: 12
Cc1nc(S(=O)(=O)N[C@H]2CCN(Cc3cccc(OCCO)c3)C2)cn1C
  NSD2 block: 6
C[C@H](CO)N1C[C@H](C)[C@H](CN(C)C(=O)Nc2ccccc2)Oc2ncc(C#CC(C)(C)O)cc2C1=O
  NSD2 block: 0
COc1cccc(-c2ccc3c(c2)O[C@@H](CN(C)Cc2ccncc2)[C@H](C)CN([C@H](C)CO)S3(=O)=O)c1
  NSD2 block: 14
C[C@@H]1CCCCO[C@H](CN(C)C(=O)Nc2ccc(F)cc2)[C@H](C)CN([C@@H](C)CO)C(=O)c2cc(NC(=O)C3CCCCC3)ccc2O1
  NSD2 block: 0
CCCN(C)C[C@@H]1OCCCC[C@@H](C)Oc2ccc(NC(=O)C3CCCCC3)cc2C(=O)N([C@H](C)CO)C[C@@H]1C
  NSD2 block: 5
C[C@H](CO)N1C[C@H](C)[C@H](CN(C)S(=O)(=O)c2ccc(F)cc2)Oc2c(NS(=O)(=O)c3ccccc3)cccc2C1=O
  NSD2 block: -2
C[C@@H]1CN([C@H](C)CO)C(=O)c2cc(C3=CCCCC3)cnc2O[C@H]1CN(C)S(=O)(=O)c1cn(C)cn1
  NSD2 block: 9
C[C@@H]1CN([C@@H](C)CO)C(=O)c2cc(NS(C)(=O)=O)ccc2O[C@@H](C)CCCCO[C@H]1CN(C)S(=O)(=O)c1ccc(F)cc1
  NSD2 block: 5
C[C@@H]1CCCCO[C@H](CN(C)C(=O)Nc2ccc3c(c2)OCO3)[C@@H](C)CN([C@H](C)CO)C(=O)c2cc(NS(=O)(=O)c3cccs3)ccc2O1
  NSD2 block: 4
C[C@@H]1CCCCO[C@@H](CN(C)S(C)(=O)=O)[C@@H](C)CN([C@@H](C)CO)C(=O)c2cc(NS(=O)(=O)c3ccccc3)ccc2O1
  NSD2 block: 0
C[C@@H]1CN([C@@H](C)CO)C(=O)Cc2cc(NC(=O)CCC(F)(F)F)ccc2O[C@H]1CN(C)Cc1ccc(C(F)(F)F)cc1
  NSD2 block: 3
C[C@@H]1CCCCO[C@@H](CN(C)Cc2ccc3c(c2)OCO3)[C@H](C)CN([C@H](C)CO)C(=O)c2cc(NS(=O)(=O)c3cn(C)cn3)ccc2O1
  NSD2 block: -1
COc1ccc(CN(C)C[C@H]2OCCCC[C@@H](C)Oc3ccc(NC(=O)Nc4ccc5c(c4)OCO5)cc3C(=O)N([C@@H](C)CO)C[C@@H]2C)cc1
  NSD2 block: 23
C[C@@H]1CCCCO[C@H](CN(C)S(=O)(=O)c2ccccc2)[C@@H](C)CN([C@H](C)CO)C(=O)c2cc(NC(=O)Nc3ccc(C(F)(F)F)cc3)ccc2O1
  NSD2 block: -2
COc1cc(Br)cc(/C=N/NC(=O)c2cccc(C(=O)NO)c2)c1O
  NSD2 block: 3
Cc1noc(C)c1S(=O)(=O)Nc1ccc2c(c1)C(=O)N([C@H](C)CO)C[C@H](C)[C@H](CN(C)Cc1ccc(Cl)c(Cl)c1)O2
  NSD2 block: -5
C/C=C/c1cnc2c(c1)C(=O)N([C@H](C)CO)C[C@@H](C)[C@H](CN(C)Cc1cccc(C(=O)O)c1)O2
  NSD2 block: 6
C=CC1(C)C=C2CCC3C(C)(C)C(O[C@@H]4O[C@@H](CO)[C@H](O)[C@H]4O)CCC3(C)C2CC1O[C@@H]1O[C@H](C)[C@H](O)[C@H](O)[C@H]1O (stereo partly drawn)
  NSD2 block: -2
COc1ccc(NC(=O)N(C)C[C@H]2Oc3ccc(NS(=O)(=O)c4ccc(Cl)cc4)cc3C(=O)N([C@@H](C)CO)C[C@@H]2C)cc1
  NSD2 block: 1
C[C@H](CO)N1C[C@H](C)[C@H](CN(C)C(=O)Cc2ccccc2)Oc2cc(-c3cncnc3)ccc2S1(=O)=O
  NSD2 block: -3
C[C@H]1CN([C@@H](C)CO)C(=O)Cc2cc(NC(=O)C3CC3)ccc2O[C@H]1CN(C)Cc1ccc(C(=O)Nc2ccccc2N)cc1
  NSD2 block: -3
C/C=C/c1ccc2c(c1)O[C@H](CN(C)C(=O)Cc1cccnc1)[C@H](C)CN([C@@H](C)CO)S2(=O)=O
  NSD2 block: -9

Cc1ccc(S(=O)(=O)Nc2ccc3c(c2)CC(=O)N([C@@H](C)CO)C[C@H](C)[C@@H](CN(C)Cc2ccncc2)O3)cc1
  NSD2 block: -1
COC(=O)C(CC#Cc1ccc2c(c1)[C@]1(C(=O)N2)[C@H](C(=O)NC[C@H](O)c2ccccc2)[C@H]2C(=O)O[C@H](c3ccccc3)[C@H](c3ccccc3)N2[C@@H]1c1ccc(OCCO)cc1)C(=O)OC
  NSD2 block: 18
C[C@@H]1CN([C@H](C)CO)C(=O)c2cccc(NC(=O)c3ccc(-c4nccs4)cc3)c2O[C@H]1CN(C)Cc1ccccc1
  NSD2 block: -2
CC(C)NC(=O)Nc1ccc2c(c1)CC(=O)N([C@H](C)CO)C[C@H](C)[C@H](CN(C)Cc1ccncc1)O2
  NSD2 block: 5
O=C(C1=C[C@@H](C2CC2)C[C@@H](OCCCCO)O1)N1CCCCCCC1
  NSD2 block: 3
C/C=C/c1cnc2c(c1)C(=O)N([C@H](C)CO)C[C@H](C)[C@@H](CN(C)C(=O)Nc1ccc(C(F)(F)F)cc1)O2
  NSD2 block: -4
C[C@@H]1CN([C@H](C)CO)C(=O)c2cccc(NC(=O)NC3CCCCC3)c2O[C@@H]1CN(C)S(=O)(=O)c1cn(C)cn1
  NSD2 block: 0
Cc1ccc(S(=O)(=O)Nc2cccc3c2O[C@H](CN(C)C(=O)NC(C)C)[C@@H](C)CN([C@H](C)CO)C3=O)cc1
  NSD2 block: 3
COc1ccc(CN(C)C[C@@H]2OCCCC[C@H](C)Oc3ccc(NC(=O)Nc4ccc(C(F)(F)F)cc4)cc3C(=O)N([C@H](C)CO)C[C@H]2C)cc1
  NSD2 block: 33
C[C@H]1CN([C@@H](C)CO)C(=O)c2cc(C#Cc3ccccc3F)cnc2O[C@@H]1CN(C)C
  NSD2 block: 9
C[C@H]1CN([C@@H](C)CO)C(=O)c2cccc(NC(=O)c3cnccn3)c2O[C@@H]1CN(C)Cc1ccc(C(F)(F)F)cc1
  NSD2 block: 13
C[C@H]1CN([C@@H](C)CO)C(=O)c2cc(C#CC3(O)CCCC3)cnc2O[C@H]1CN(C)Cc1cccnc1
  NSD2 block: 0
COc1ccc(C[C@H](N)C(=O)N[C@H]2[C@@H](O)[C@H](n3cnc4c(N(C)C)ncnc43)O[C@@H]2CO)cc1
  NSD2 block: 2
C[C@@H]1CN([C@H](C)CO)C(=O)c2cccc(NS(=O)(=O)c3cccs3)c2O[C@@H]1CN(C)Cc1ccc(C(F)(F)F)cc1
  NSD2 block: 23
C[C@H]1CN([C@@H](C)CO)C(=O)c2cc(NS(=O)(=O)c3cccs3)ccc2O[C@H]1CN(C)Cc1ccc(C(=O)Nc2ccccc2N)cc1
  NSD2 block: -3
C[C@@H]1CN([C@@H](C)CO)C(=O)c2c(c3ccccc3n2C)-c2ccccc2CO[C@@H]1CN(C)S(=O)(=O)c1ccc(F)cc1
  NSD2 block: -1
COc1ccc(S(=O)(=O)Nc2ccc3c(c2)CC(=O)N([C@H](C)CO)C[C@@H](C)[C@@H](CN(C)CC2CC2)O3)cc1
  NSD2 block: 0
CC(=O)N[C@@H](CSC/C=C(\C)CC/C=C(\C)CCC=C(C)C)C(=O)O
  NSD2 block: -18
CCCC#Cc1ccc2c(c1)O[C@H](CN(C)C(=O)c1ccccn1)[C@H](C)CN([C@@H](C)CO)S2(=O)=O
  NSD2 block: -1
CC(C)NC(=O)Nc1ccc2c(c1)CC(=O)N([C@H](C)CO)C[C@@H](C)[C@H](CN(C)S(=O)(=O)c1cn(C)cn1)O2
  NSD2 block: -3
Cc1noc(C)c1NC(=O)N(C)C[C@@H]1OCCCC[C@@H](C)Oc2ccc(NC(=O)C3CCCCC3)cc2C(=O)N([C@@H](C)CO)C[C@H]1C
  NSD2 block: -2
C[C@@H]1CN([C@H](C)CO)C(=O)c2cccc(NC(=O)c3ccncc3)c2O[C@H]1CN(C)S(C)(=O)=O
  NSD2 block: 0
C[C@@H]1CN([C@H](C)CO)S(=O)(=O)c2ccc(C#CC3CCCCC3)cc2O[C@@H]1CN(C)C
  NSD2 block: 3
C[C@@H](NC(=O)C[C@H]1CC[C@H](NC(=O)CN2CCOCC2)[C@@H](CO)O1)c1ccccc1
  NSD2 block: -3
C[C@H]1CN([C@@H](C)CO)C(=O)c2cc(NC(=O)Nc3ccc(F)cc3)ccc2O[C@H]1CN(C)Cc1ccc(Oc2ccccc2)cc1
  NSD2 block: 25

# Continued, overlapping the part above by 4 compounds.
C[C@@H]1CN([C@H](C)CO)C(=O)c2cccc(NC(=O)c3ccncc3)c2O[C@H]1CN(C)S(C)(=O)=O
  NSD2 block: 0
C[C@@H]1CN([C@H](C)CO)S(=O)(=O)c2ccc(C#CC3CCCCC3)cc2O[C@@H]1CN(C)C
  NSD2 block: 3
C[C@@H](NC(=O)C[C@H]1CC[C@H](NC(=O)CN2CCOCC2)[C@@H](CO)O1)c1ccccc1
  NSD2 block: -3
C[C@H]1CN([C@@H](C)CO)C(=O)c2cc(NC(=O)Nc3ccc(F)cc3)ccc2O[C@H]1CN(C)Cc1ccc(Oc2ccccc2)cc1
  NSD2 block: 25
NCCCCCCNC(=O)[C@@H]1C[C@@H]2C(=O)NCC(=O)N2[C@@H]1c1cccc(OCCO)c1
  NSD2 block: -3
C[C@@H]1CN([C@@H](C)CO)C(=O)c2cc(NC(=O)NC3CCCCC3)ccc2O[C@@H]1CN(C)S(=O)(=O)c1cn(C)cn1
  NSD2 block: 1
C[C@@H]1CN([C@H](C)CO)C(=O)Cc2cc(NC(=O)C3CC3)ccc2O[C@H]1CN(C)C(=O)Nc1ccc(F)cc1
  NSD2 block: -2
C[C@H]1CN([C@@H](C)CO)C(=O)c2cc(C#CC3(O)CCCC3)cnc2O[C@@H]1CN(C)Cc1ccccn1
  NSD2 block: 1
C[C@H]1CN([C@@H](C)CO)C(=O)c2cccc(NS(=O)(=O)c3ccc(Cl)cc3)c2O[C@@H]1CN(C)Cc1ccncc1
  NSD2 block: 1
C[C@@H]1CN([C@@H](C)CO)C(=O)c2ccccc2-c2ccccc2CO[C@@H]1CN(C)C(=O)Oc1ccccc1
  NSD2 block: -108
C[C@H](CO)N1C[C@H](C)[C@@H](CN(C)C(=O)Nc2ccccc2)Oc2c(NC(=O)Nc3ccc(C(F)(F)F)cc3)cccc2C1=O
  NSD2 block: -5
C[C@@H]1CN([C@H](C)CO)C(=O)Cc2cc(NC(=O)Nc3ccc(F)cc3)ccc2O[C@@H]1CN(C)Cc1ccc(Oc2ccccc2)cc1
  NSD2 block: -6
O=C(Nc1ccc2c(c1)[C@@H]1C[C@H](CC(=O)N3CCc4ccccc4C3)O[C@H](CO)[C@@H]1O2)C1CCC1
  NSD2 block: -3
COc1cc(OC)c2ccc(=O)oc2c1CC(O)C(C)(C)O (stereo not drawn)
  NSD2 block: 0
COCC#Cc1ccc2c(c1)O[C@H](CN(C)C(=O)C1CCC1)[C@H](C)CN([C@@H](C)CO)S2(=O)=O
  NSD2 block: 8
C[C@@H]1CN([C@H](C)CO)C(=O)Cc2cc(NC(=O)Cn3cnnn3)ccc2O[C@H]1CN(C)C(=O)Nc1ccccc1
  NSD2 block: 2
C[C@H]1CN([C@@H](C)CO)C(=O)c2cc(N(C)C)ccc2O[C@@H]1CN(C)C(=O)Nc1ccccc1
  NSD2 block: 2
C[C@@H]1CN([C@@H](C)CO)C(=O)c2cccc(NS(=O)(=O)c3ccccc3)c2O[C@@H]1CN(C)Cc1ccc2c(c1)OCO2
  NSD2 block: 5
c1ccc(Cc2nc3c4c5c(sc4ncn3n2)CCCC5)cc1
  NSD2 block: 0
C[C@H]1CN([C@@H](C)CO)C(=O)c2cc(C#CC3CCCCC3)cnc2O[C@@H]1CN(C)Cc1cccnc1
  NSD2 block: 8
C[C@H]1CN([C@@H](C)CO)C(=O)Cc2cc(NC(=O)Cc3cn(C)c4ccccc34)ccc2O[C@H]1CN(C)Cc1ccc(Oc2ccccc2)cc1
  NSD2 block: -1
C[C@@H]1CCCCO[C@@H](CN(C)C(=O)CCCN(C)C)[C@H](C)CN([C@@H](C)CO)C(=O)c2cc(NC(=O)Nc3ccc(F)cc3)ccc2O1
  NSD2 block: 0
O=C(Nc1ccc2c(c1)[C@H]1C[C@@H](CC(=O)N3CCc4ccccc4C3)O[C@H](CO)[C@H]1O2)C1CCOCC1
  NSD2 block: 2
C[C@@H]1CN([C@H](C)CO)C(=O)c2cc(NC(=O)NC3CCCCC3)ccc2O[C@@H]1CN(C)S(=O)(=O)c1cccs1
  NSD2 block: 4
COc1ccc(S(=O)(=O)N(C)C[C@H]2Oc3ccc(NC(=O)CCCN(C)C)cc3C(=O)N([C@@H](C)CO)C[C@@H]2C)cc1
  NSD2 block: 6
C[C@@H]1CN([C@H](C)CO)C(=O)c2cccc(NS(C)(=O)=O)c2O[C@H]1CN(C)Cc1ccc(C(=O)Nc2ccccc2N)cc1
  NSD2 block: 0
C[C@@H]1CN([C@@H](C)CO)C(=O)c2cc(-c3ccccc3F)cnc2O[C@H]1CN(C)C(=O)NC1CCCC1
  NSD2 block: 9
O=C1CC(c2ccccc2)Oc2ccccc21 (stereo not drawn)
  NSD2 block: 0
C[C@H](CO)N1C[C@H](C)[C@@H](CN(C)C(=O)Cc2ccccc2)Oc2ncc(C#Cc3ccccc3F)cc2C1=O
  NSD2 block: -3

C[C@H](CO)N1C[C@H](C)[C@@H](CN(C)Cc2ccc3c(c2)OCO3)Oc2ncc(Br)cc2C1=O
  NSD2 block: -3
C[C@@H]1CCCCO[C@@H](CN(C)CC2CC2)[C@H](C)CN([C@@H](C)CO)C(=O)c2cc(NC(=O)Nc3ccc4c(c3)OCO4)ccc2O1
  NSD2 block: 12
COc1cccc(S(=O)(=O)N(C)C[C@@H]2Oc3cc(C#CCC(C)C)ccc3S(=O)(=O)N([C@@H](C)CO)C[C@@H]2C)c1
  NSD2 block: -4
C[C@@H]1CN([C@@H](C)CO)S(=O)(=O)c2ccc(-c3cccc(C#N)c3)cc2O[C@H]1CN(C)Cc1ccccn1
  NSD2 block: 4
